ROS inducer = ROS inducers in U2OS cancer cells, primary screen, cell-based, H2DCF-DA fluorescence; U2OS ROS induction; ROS induction (% of piperlongumine), % at 10 µM; 46,000 tested, 2% active; in the data active = ROS induction above about 79%, passing the limit was not always enough; inconclusive = no clear call, values can overlap the other calls;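 note: 0% = DMSO vehicle median and 100% = reference compound median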
Numbers without * were called inactive; ? = inconclusive. These rows are one share of the data; the hit share may differ from the screen's.

SMILES	ROS inducer
COC(=O)c1cc(S(=O)(=O)N(C)C2CCCCC2)oc1C	-10
CCCN(C)C[C@H]1OCCCC[C@@H](C)Oc2ccc(NC(=O)c3ccncc3)cc2C(=O)N([C@H](C)CO)C[C@@H]1C	4
C[C@H]1CN([C@@H](C)CO)C(=O)c2cc(NC(=O)Nc3ccc(C(F)(F)F)cc3)ccc2O[C@H]1CN(C)Cc1ccc(Oc2ccccc2)cc1	4
CC(=O)Oc1ccccc1C(=O)Nc1ccc(C(N)=O)cc1	-7
C[C@@H]1CN([C@@H](C)CO)C(=O)c2cc(NC(=O)Nc3ccccc3)ccc2O[C@@H]1CN(C)S(=O)(=O)c1cn(C)cn1	14
C[C@H](CO)N1C[C@H](C)[C@H](CN(C)Cc2ccccc2)Oc2ccc(NC(=O)Cc3cn(C)c4ccccc34)cc2C1=O	18
COc1ccc(NC(=O)Nc2ccc3c(c2)C(=O)N([C@H](C)CO)C[C@@H](C)[C@H](CN(C)S(=O)(=O)c2ccc(C)cc2)O3)cc1	0
C[C@H](CO)N1C[C@H](C)[C@H](CN(C)CC2CCCCC2)Oc2c(NC(=O)Nc3ccccc3)cccc2C1=O	-10
O=C(OC1C=C(CO)C2C(OC3OC(CO)C(O)C(O)C3O)OC=CC12O)c1ccc(O)cc1 (configuration not stated)	-8
COc1ccc(C#Cc2ccc3c(c2)[C@]2(C(=O)N3)[C@H](c3ccc(O)cc3)N3[C@H](c4ccccc4)[C@H](c4ccccc4)OC(=O)[C@H]3[C@@H]2C(=O)NC[C@H](O)c2ccccc2)cc1	-3
COc1ccc(CN(C)C[C@H]2Oc3ccc(NS(=O)(=O)c4cn(C)cn4)cc3C(=O)N([C@H](C)CO)C[C@@H]2C)cc1	-8
C[C@@H]1CN([C@@H](C)CO)C(=O)c2cc(N(C)C)ccc2O[C@@H]1CN(C)S(=O)(=O)c1ccc(Cl)cc1	2
COc1ccc(NC(=O)Nc2cccc3c2O[C@@H](CN(C)Cc2ccc(Cl)c(Cl)c2)[C@@H](C)CN([C@@H](C)CO)C3=O)cc1	40
COC(=O)C(CC#Cc1ccc2c(c1)[C@]1(C(=O)N2)[C@H](c2ccccc2OCCO)N2[C@H](c3ccccc3)[C@H](c3ccccc3)OC(=O)[C@H]2[C@@H]1C(N)=O)C(=O)OC	447*
Cc1sc(NC(=O)CCn2cnc3ccccc3c2=O)c(C#N)c1C	2
C[C@H](CO)N1C[C@H](C)[C@@H](CN(C)Cc2ccc3c(c2)OCO3)Oc2c(NS(=O)(=O)c3ccc(Cl)cc3)cccc2C1=O	-5
COC1=CC(=O)OC(CCc2ccc(OC)c(OC)c2)C1 (configuration not stated)	2
C[C@H](CO)N1C[C@H](C)[C@H](CN(C)C(=O)Nc2ccc(F)cc2)Oc2ccc(N(C)C)cc2CC1=O	30
COc1ccc(OC)c(NC(=O)Nc2cccc(Cn3cccn3)c2)c1	7
COc1ccc(NC(=O)N(C)C[C@H]2Oc3ccc(NS(C)(=O)=O)cc3C(=O)N([C@@H](C)CO)C[C@H]2C)cc1	-2
COC(=O)c1cc(NC(=O)CSc2nnc(N)s2)ccc1Cl	-8
O=C(O)c1[nH]n(-c2ccccc2)c(=O)c1/C=C1\C=Nc2ccccc21	34
O=C(NCC1COc2ccccc2O1)Nc1csc2ccccc12 (configuration not stated)	-1
CCn1c(SCC(=O)Nc2ccc(F)cc2F)nnc1-c1ccccc1OC	2
COc1cc2c(cc1OC)C(=O)CC(C)(C)O2	-9
COc1ccc(S(=O)(=O)N(C)C[C@H]2Oc3c(NC(=O)Nc4ccc5c(c4)OCO5)cccc3C(=O)N([C@H](C)CO)C[C@H]2C)cc1	-9
C[C@@H]1CN([C@@H](C)CO)C(=O)c2cc(NC(=O)Cc3ccccc3)ccc2O[C@H]1CN(C)S(=O)(=O)c1ccccc1	-7
COc1ccc(NC(=O)Nc2cccc3c2O[C@@H](CN(C)Cc2ccc(C(=O)Nc4ccccc4N)cc2)[C@@H](C)CN([C@@H](C)CO)C3=O)cc1	36
COc1ccc(S(=O)(=O)Nc2ccc3c(c2)C(=O)N([C@H](C)CO)C[C@H](C)[C@@H](CN(C)S(=O)(=O)c2ccccc2)O3)cc1	-22
COc1cc(CO)c(CC(=O)NN)cc1OC	4
C[C@@H]1CN([C@H](C)CO)C(=O)c2cc(NC(=O)Nc3ccc(F)cc3)ccc2O[C@H]1CN(C)S(=O)(=O)c1ccc(Cl)cc1	-13
CC(C)NC(=O)N(C)C[C@@H]1Oc2ncc(-c3cc4ccccc4o3)cc2C(=O)N([C@H](C)CO)C[C@@H]1C	-6
Cc1ccc(CSc2nnc(-n3c(=O)c(C#N)cc4c(=O)n5ccccc5nc43)s2)cc1	189*
C[C@@H]1CN([C@H](C)CO)C(=O)c2cccc(NC(=O)NC3CCCCC3)c2O[C@H]1CN(C)S(=O)(=O)c1cn(C)cn1	-9
C[C@H]1CN([C@@H](C)CO)C(=O)CCCn2nncc2CO[C@@H]1CN(C)Cc1cccnc1	6
Cc1noc(C)c1NC(=O)Nc1ccc2c(c1)C(=O)N([C@@H](C)CO)C[C@H](C)[C@H](CN(C)Cc1ccc3c(c1)OCO3)O2	22
Cc1ccc(OC(=O)c2c(-c3ccccc3)nnc3ccccc23)cc1	10
COc1cc(SC)ccc1-c1nc2ccncc2[nH]1	11
Cc1ccc(S(=O)(=O)Nc2cncc(C(=O)NC3CCCC3)c2)cc1	-4
COc1ccccc1C(=O)Nc1ccccc1C(=O)NCc1ccco1	18
CCN1C(=O)c2ccccc2Sc2ccc(C(=O)NCc3ccccc3)cc21	26
Cc1ccc(S(=O)(=O)Nc2cccc3c2O[C@H](CN(C)S(=O)(=O)c2cn(C)cn2)[C@@H](C)CN([C@H](C)CO)C3=O)cc1	-3
Cc1cnn(CCCNC(=O)c2cc(-c3cccnc3)nc3ccc(Cl)cc23)c1	2
CC(C)=CCc1c(O[C@@H]2O[C@H](CO)[C@@H](O)[C@H](O)[C@H]2O)cc(O)c2c1O[C@H](c1ccc(O)cc1)CC2=O	-8
COc1ccc(CN(C)C[C@@H]2Oc3ccc(NS(=O)(=O)c4c(C)noc4C)cc3CC(=O)N([C@H](C)CO)C[C@H]2C)cc1	2
C/C(=C/CO)CC[C@@H]1[C@@](C)(O)CCC2C(C)(C)CCC[C@]21C (some centres not stated)	0
CCOC(=O)c1nn(-c2ccc(OC)cc2)c(C(=O)OCC)c1NC(=O)C1CCCCC1	20
CCC(Oc1nc2ccccc2nc1-c1ccccc1NC(C)=O)C(=O)c1ccccc1 (configuration not stated)	-6
Cc1ccc(S(=O)(=O)N(C)C[C@H]2Oc3ccc(N(C)C)cc3C(=O)N([C@@H](C)CO)C[C@H]2C)cc1	-5
COc1ccc(NC(=O)Nc2ccc3c(c2)CC(=O)N([C@@H](C)CO)C[C@H](C)[C@H](CN(C)C(=O)NC2CCCCC2)O3)cc1	-2
Cc1ccc2c(c1)-c1c(ssc1=S)C(C)(C)N2C(=O)C(C)C	9
CC1C=CCC2C(=O)N(c3ccc4c(c3)CCC4)C(=O)C12 (configuration not stated)	-8
CC(C)c1ccc(S(=O)(=O)CC#N)cc1	-8
C[C@H](CO)N1C[C@H](C)[C@@H](CN(C)C(=O)Nc2ccc(F)cc2)Oc2ccc(NS(=O)(=O)c3cn(C)cn3)cc2C1=O	-11
CNCCCC12CCC(c3ccccc31)c1ccccc12	-7
C[C@H]1CN([C@@H](C)CO)C(=O)c2cc(N(C)C)ccc2O[C@@H]1CN(C)CC1CCCCC1	1
Cc1noc(C)c1S(=O)(=O)N(C)C[C@@H]1Oc2ccc(NC(=O)Nc3cccc4ccccc34)cc2CC(=O)N([C@H](C)CO)C[C@@H]1C	3
COC(=O)CCCCCCC(=O)N/N=C/c1ccc2ccccc2c1O	8
COc1ccc(C#Cc2cnc3c(c2)C(=O)N([C@H](C)CO)C[C@H](C)[C@H](CN(C)S(=O)(=O)c2ccc(C)cc2)O3)cc1OC	140*
C[C@@H]1CN([C@@H](C)CO)C(=O)CCCn2nncc2CO[C@@H]1CN(C)C(=O)c1ccc2ccn(C)c2c1	-14
(list continues)
SMILES	ROS inducer
C=CCn1c(-c2nonc2NC(=O)CC)nc2ccccc21	11
CCn1c(=O)c2c(n3c(SCC(N)=O)nnc13)-c1ccccc1CC21CCCCC1	?
Cc1c(C#N)c2nc3ccccc3n2c(=O)/c1=C/Nn1cnnc1	-2
COc1ccc(CN(C)C[C@@H]2Oc3ccc(NS(=O)(=O)c4cn(C)cn4)cc3CC(=O)N([C@@H](C)CO)C[C@@H]2C)cc1	-3
Clc1cccc(Cc2cn3cc(-c4ccccc4)nc3s2)c1	-18
C[C@@H]1CN([C@H](C)CO)C(=O)Cc2cc(NS(=O)(=O)c3ccc(Cl)cc3)ccc2O[C@@H]1CN(C)S(=O)(=O)c1cccs1	8
COc1ccc(NC(=O)N(C)C[C@@H]2Oc3ccc(NC(=O)Cc4cn(C)c5ccccc45)cc3C(=O)N([C@@H](C)CO)C[C@@H]2C)cc1	15
C[C@@H]1CCCCO[C@@H](CN(C)Cc2ccc(C(F)(F)F)cc2)[C@@H](C)CN([C@H](C)CO)C(=O)c2cc(NC(=O)C3CCCCC3)ccc2O1	-2
C[C@H]1CN([C@@H](C)CO)C(=O)c2cc(NS(C)(=O)=O)ccc2O[C@@H]1CN(C)S(=O)(=O)c1ccc(Cl)cc1	6
C[C@@H]1CN([C@H](C)CO)C(=O)Cc2cc(NS(=O)(=O)c3cccs3)ccc2O[C@H]1CN(C)S(=O)(=O)c1ccc(F)cc1	-3
CCOc1ccc2nc(SCCC(=O)Nc3ccccc3)sc2c1	5
C[C@H](CO)N1C[C@H](C)[C@H](CN(C)CC2CCCCC2)Oc2c(NC(=O)C3CCOCC3)cccc2C1=O	-3
CCN(CC)C(=S)SCc1cn2cccnc2n1	-8
O=c1oc(Cl)c(Cl)c2ccccc12	45
Cn1c(=O)c(-c2nc(-c3ccccc3)cs2)cn(-c2ccccc2)c1=O	-9
C[C@H](CO)N1C[C@H](C)[C@H](CN(C)Cc2ccc(C(=O)Nc3ccccc3N)cc2)Oc2ccc(NS(=O)(=O)c3ccc(Cl)cc3)cc2CC1=O	17
C[C@@H]1CN([C@@H](C)CO)C(=O)CCCn2cc(nn2)CO[C@H]1CN(C)C(=O)Nc1ccc(C(F)(F)F)cc1	-3
Cc1ccc(-c2noc(CN(C(=O)c3ccc([N+](=O)[O-])cc3)C(C)C)n2)cc1	3
C[C@@H]1CN([C@H](C)CO)C(=O)CCCn2nncc2CO[C@@H]1CN(C)C(=O)NC1CCCCC1	1
Cc1noc(C)c1S(=O)(=O)Nc1ccc2c(c1)CC(=O)N([C@H](C)CO)C[C@@H](C)[C@@H](CN(C)C)O2	-5
C[C@H]1CN([C@@H](C)CO)C(=O)c2cc(NS(=O)(=O)c3cn(C)cn3)ccc2O[C@H]1CN(C)C(=O)Nc1cccc2ccccc12	-3
Brc1c(Br)c(Br)c2n[nH]nc2c1Br	-9
O=c1c2ccccc2n(Cc2ccccc2)c(=O)n1-c1cccc(Cl)c1	-12
C[C@@H]1CN([C@@H](C)CO)C(=O)c2cc(NC(=O)Cn3cnnn3)ccc2O[C@H]1CN(C)Cc1ccc(C(=O)O)cc1	-5
CCCn1c2ccc(C)cc2c2nnc(SCCN3CCOCC3)nc21	142*
Cc1ccc(N(C(C)C(=O)Nc2cccc(Cl)c2C)S(C)(=O)=O)cc1C (configuration not stated)	38
O=C(O)c1cc2cc(Cc3cccnc3)ccc2o1	-8
C[C@H](CO)N1C[C@H](C)[C@H](CN(C)Cc2ccc(C(=O)Nc3ccccc3N)cc2)Oc2c(NC(=O)C3CC3)cccc2C1=O	8
Cc1noc(C)c1S(=O)(=O)Nc1ccc2c(c1)C(=O)N([C@@H](C)CO)C[C@H](C)[C@H](CN(C)S(C)(=O)=O)O2	-7
COc1cccc(OC)c1C(=O)NC(=S)NCc1cccnc1	2
O=C1O[C@@H](c2ccccc2)[C@@H](c2ccccc2)N2[C@@H](c3ccccc3OCCO)[C@]3(C(=O)Nc4ccc(C#CCCO)cc43)[C@@H](C(=O)NC[C@H](O)c3ccccc3)[C@H]12	13
C[C@H](CO)N1C[C@H](C)[C@@H](CN(C)Cc2ccc3c(c2)OCO3)Oc2ccc(NC(=O)Nc3ccc(F)cc3)cc2C1=O	12
C[C@@H]1CN([C@H](C)CO)C(=O)Cc2cc(NC(=O)Cc3ccccc3)ccc2O[C@@H]1CN(C)S(=O)(=O)c1cn(C)cn1	-14
O=C(c1ccccc1SCc1ccccc1)N1CCCc2ccccc21	13
C[C@H]1CN([C@@H](C)CO)C(=O)Cc2cc(NS(=O)(=O)c3ccc(Cl)cc3)ccc2O[C@H]1CN(C)C	0

Compounds shown so far with two or more sulfur atoms (11):
SMILES	ROS inducer
COC(=O)c1cc(NC(=O)CSc2nnc(N)s2)ccc1Cl	-8
COc1ccc(S(=O)(=O)Nc2ccc3c(c2)C(=O)N([C@H](C)CO)C[C@H](C)[C@@H](CN(C)S(=O)(=O)c2ccccc2)O3)cc1	-22
Cc1ccc(CSc2nnc(-n3c(=O)c(C#N)cc4c(=O)n5ccccc5nc43)s2)cc1	189*
Cc1ccc(S(=O)(=O)Nc2cccc3c2O[C@H](CN(C)S(=O)(=O)c2cn(C)cn2)[C@@H](C)CN([C@H](C)CO)C3=O)cc1	-3
Cc1ccc2c(c1)-c1c(ssc1=S)C(C)(C)N2C(=O)C(C)C	9
C[C@@H]1CN([C@H](C)CO)C(=O)Cc2cc(NS(=O)(=O)c3ccc(Cl)cc3)ccc2O[C@@H]1CN(C)S(=O)(=O)c1cccs1	8
C[C@H]1CN([C@@H](C)CO)C(=O)c2cc(NS(C)(=O)=O)ccc2O[C@@H]1CN(C)S(=O)(=O)c1ccc(Cl)cc1	6
C[C@@H]1CN([C@H](C)CO)C(=O)Cc2cc(NS(=O)(=O)c3cccs3)ccc2O[C@H]1CN(C)S(=O)(=O)c1ccc(F)cc1	-3
CCOc1ccc2nc(SCCC(=O)Nc3ccccc3)sc2c1	5
CCN(CC)C(=S)SCc1cn2cccnc2n1	-8
Cc1noc(C)c1S(=O)(=O)Nc1ccc2c(c1)C(=O)N([C@@H](C)CO)C[C@H](C)[C@H](CN(C)S(C)(=O)=O)O2	-7

Assay outcomes (PubChem BioAssay)
